HSF1 activator – HSF-1 activators, primary screen, NIH3T3-HGL cells, MG132 stress, luminescence, single point. AID 504408, 2011. NIH3T3-HGL HSF-1 luciferase reporter, 8 h; 100% = twice DMSO control signal. activation, % at 9 µM. 300,000 tested, 1.7% active;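 active = mean replicate activation of at least 50% with a set share of replicates each reaching 50%; inconclusive = only one of those two conditions met; inactive = mean below 50% and too few replicates reaching it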;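 also: 0% = median of the neutral control wells and 100% = twice that signal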
GSK3B inh – human GSK3beta kinase inhibitors, primary screen, biochemical, cell-free homogeneous, HTS; Glycogen synthase kinase-3 beta (Homo sapiens), P49841; GST-GSK3beta kinase, ADP-Glo luminescence, 60 min; active compounds read low; activity score (negative = inhibition), % at 10 µM; 300,000 tested, 0.038% active; AID 2097, 2009;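 active = more than half of replicate wells score below -50%, meaning over 50% inhibition versus plate controls; inconclusive = some replicates but at most half score below -50%; inactive = no replicate scores below -50%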;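 also: 0% = median DMSO wells and -100% = median GW8510 positive control wells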
Target sequence (P49841 whole entry, looked up): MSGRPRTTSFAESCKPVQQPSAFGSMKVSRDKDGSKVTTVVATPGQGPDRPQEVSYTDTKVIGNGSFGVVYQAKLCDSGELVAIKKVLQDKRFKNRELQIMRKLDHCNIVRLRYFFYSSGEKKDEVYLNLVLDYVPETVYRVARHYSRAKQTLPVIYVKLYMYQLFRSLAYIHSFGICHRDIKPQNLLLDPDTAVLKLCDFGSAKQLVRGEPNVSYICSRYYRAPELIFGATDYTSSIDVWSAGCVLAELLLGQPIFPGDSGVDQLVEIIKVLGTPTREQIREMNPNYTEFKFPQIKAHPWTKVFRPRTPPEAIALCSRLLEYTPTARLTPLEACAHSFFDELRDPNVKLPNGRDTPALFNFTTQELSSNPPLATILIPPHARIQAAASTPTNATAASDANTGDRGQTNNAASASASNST
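Assay system: GST-fused GSK3beta enzyme, cell-free / Medium: Tris pH 7.5 buffer with MgCl2, DTT, BSA, heparin / Also added: peptide substrate plus 25 µM ATP (final) / Compound: 10 µM single point / Timing: kinase reaction with compound 60 min at room temperature / Detection: ADP-Glo luminescence / Benchmarks: DMSO neutral wells and GW8510 at 20 µM as positive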
HSF1 inh – HSF1 inhibitors in luciferase reporter cells, primary screen, cell-based, NIH3T3, luminescence; NIH3T3-HGL HSE-luciferase, MG132-induced, luminescence 8 h; active compounds read low; activity change, negative = inhibition, % at 7.5 µM (by protocol); 300,000 tested, 0.77% active;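 active = more than half of replicate wells show activity change below -50%, luminescence cut by over half; inconclusive = some wells, but at most half, below -50%; inactive = no replicate well below -50%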;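 also: luciferase reports HSF-1 transcriptional activity via heat shock element; 0% = median of DMSO wells and -100% = zero luminescence signal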
KLF5 inhibitor – KLF5 expression inhibitors, primary screen, DLD-1 cells, luminescence | 290,000 tested, 0.23% active | DLD-1 KLF5 promoter-luciferase reporter | inhibition, % at 5 µM | AID 1700, 2009;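 active = inhibition above a per-plate limit of that plate's mean compound inhibition plus 3 SD, cut at about 60% in these data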;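 also: 0% = DMSO wells and 100% = LY294002 at 200 µM; higher means less KLF5 promoter-driven luciferase light; inactives centre near -14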
HSP90 inh – HSP90 inhibitors, primary screen, cell lysate, luminescence | Rabbit reticulocyte lysate, luciferase refolding luminescence, 3 h | AID 1789, 2009 | 290,000 tested, 0.91% active | inhibition, % at 5.6 µM;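 active = inhibition above the screen-wide mean plus 3 SD, computed separately per campaign, cut at about 16% in these data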;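 also: 0% = DMSO wells and 100% = 60 µM geldanamycin wells; inhibitors lower the luminescence because luciferase stays unfolded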
GSK3 alpha inh – blockers of GSK3A enzyme activity – biochemical, luminescence, cell-free homogeneous, HTS, primary screen | AID 2650, 2010 | 320,000 tested, 0.1% active | inhibition, % at 10 µM | GSK-3 alpha kinase, ADP-Glo luminescence, 60 min;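 in the data active = inhibition above about 50%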;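 also: GST-tagged GSK-3 alpha with peptide substrate and 25 µM ATP; 0% = DMSO neutral wells and 100% = GW8510 positive control wells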
Target sequence (P49840 whole entry, looked up): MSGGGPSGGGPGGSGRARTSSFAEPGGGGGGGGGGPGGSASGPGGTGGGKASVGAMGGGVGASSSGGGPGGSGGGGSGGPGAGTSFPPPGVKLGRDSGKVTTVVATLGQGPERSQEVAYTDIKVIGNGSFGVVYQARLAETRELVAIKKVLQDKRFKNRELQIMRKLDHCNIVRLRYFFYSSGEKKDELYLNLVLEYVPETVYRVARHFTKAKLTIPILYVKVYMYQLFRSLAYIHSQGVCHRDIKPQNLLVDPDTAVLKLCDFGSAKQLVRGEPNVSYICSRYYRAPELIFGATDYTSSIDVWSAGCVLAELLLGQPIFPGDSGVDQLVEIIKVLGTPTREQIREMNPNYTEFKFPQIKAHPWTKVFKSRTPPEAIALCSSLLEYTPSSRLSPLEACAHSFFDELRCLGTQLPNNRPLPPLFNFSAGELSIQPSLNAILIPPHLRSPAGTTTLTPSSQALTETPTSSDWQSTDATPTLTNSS
AI-2 QS mod – Vibrio harveyi AI-2 quorum sensing modulators, primary screen, JMH597 strain, luminescence/OD600 ratio. Vibrio harveyi JMH597 AI-2 luminescence/OD600 ratio, 9 h; active compounds read low; strain lacks LuxN and CqsS sensors; 0 = neutral-control median. activity change, % at 7.5 µM. 300,000 tested, 0.4% active; in the data active = activity change below about -75%, passing the limit was not always enough; inconclusive = no clear call, values can overlap the other calls;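 also: luminescence divided by OD600 gain over 9 h not by final OD600 alone; inactives centre near 13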
HIF act – HIF pathway transcriptional activators, primary screen, cell-based, U2OS HRE-luciferase, luminescence; activation, % at 7.5 µM (by protocol); U2OS HRE-luciferase reporter; normalized: DMSO 0%, desferrioxamine 100%; 300,000 tested, 0.32% active;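 active = mean activation of at least 10% of the iron chelator positive control signal, with at least half of replicates also reaching 10%; inconclusive = mean and replicate majority disagree about reaching 10%; inactive = mean and most replicates under 10%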
IEC-6 tox – cytotoxicity in IEC-6 intestinal epithelial cells, primary screen, cytotoxicity control for KLF5 inhibitor project, cell-based, luminescence. inhibition, % at 5 µM. AID 1825, 2009. IEC-6 cytotoxicity, luminescence viability. 290,000 tested, 0.78% active; in the data active = inhibition above about 22%;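 also: 0% = plate median of test compound wells and 100% = cytotoxic reference compound wells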
aSyn 5UTR inh – MLPCN primary screen, SNCA 5' untranslated region. AID 1813, 2009. 300,000 tested, 0.82% active. alpha-synuclein 5'UTR reporter, inhibitor activity. inhibition, % (tested at 7.5 µM); in the data active = inhibition above about 60%; inconclusive = no clear call, values can overlap the other calls;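 also: H4 neuroglioblastoma cells stably carrying SNCA 5'UTR luciferase fusion; 0% = DMSO wells and 100% = positive control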
* hit, by the source's call; & = joins results of further samples.

O=C1C(c2ccncc2)=C(O)c2ccccc21 was read as HSF1 activator 32, GSK3B inh -2, HSF1 inh 5, KLF5 inhibitor -177, HSP90 inh 16*, GSK3 alpha inh 4, AI-2 QS mod 7, HIF act -1.5, IEC-6 tox 3 and aSyn 5UTR inh 24.
Screening COc1cc(C(=O)Oc2ccccc2)ccc1OCc1c(C)noc1C returned HSF1 activator -4, GSK3B inh 0, HSF1 inh -2, KLF5 inhibitor -17, HSP90 inh 1, GSK3 alpha inh -1, AI-2 QS mod 17, HIF act 0.1, IEC-6 tox 1 and aSyn 5UTR inh 6.
O=C(COC(=O)c1cccnc1Cl)Nc1ccc2c(c1)OCO2 was read as HSF1 activator -3, GSK3B inh 1, HSF1 inh 3, KLF5 inhibitor 0, HSP90 inh -1, GSK3 alpha inh -5, AI-2 QS mod 6, HIF act -0.1, IEC-6 tox -5 and aSyn 5UTR inh 17.
O=S(=O)(c1cccs1)N1CCc2ccccc21 was read as HSF1 activator -6, GSK3B inh 4, HSF1 inh -3, KLF5 inhibitor 2, HSP90 inh 3, GSK3 alpha inh -3, AI-2 QS mod 9, HIF act -0.2, IEC-6 tox 6 and aSyn 5UTR inh 11.
`COc1ccc(NC(C)=O)cc1S(=O)(=O)N1CCN(C(=O)c2ccccc2F)CC1` gave HSF1 activator 18, GSK3B inh -7, HSF1 inh 1, KLF5 inhibitor 7, HSP90 inh -5, GSK3 alpha inh -2, AI-2 QS mod 6, HIF act -0.4, IEC-6 tox -7 and aSyn 5UTR inh 10.
For CCOC(=O)C[n+]1c(C)sc2ccc(OC)cc21 the results were HSF1 activator -3, GSK3B inh 1, HSF1 inh -3, KLF5 inhibitor -14, HSP90 inh -1, GSK3 alpha inh -3, AI-2 QS mod 20, HIF act 0.5, IEC-6 tox -4 and aSyn 5UTR inh -3.
`Cc1ccc2[nH]c3nc(N/N=C/c4cccc(O)c4)nnc3c2c1` gave HSF1 activator -31, GSK3B inh -2, HSF1 inh -24, KLF5 inhibitor 34, HSP90 inh -2, GSK3 alpha inh 0, AI-2 QS mod 17, HIF act 3.0, IEC-6 tox 1 and aSyn 5UTR inh -2.
CCOC(=O)Cc1nnc(NC(=O)CSc2nnc3c(n2)[nH]c2ccccc23)s1 was read as HSF1 activator -2, GSK3B inh -2, HSF1 inh -2, KLF5 inhibitor -36, HSP90 inh -1, GSK3 alpha inh -3, AI-2 QS mod 4, HIF act 0.0, IEC-6 tox -7 and aSyn 5UTR inh 7.
`CCc1ccc(S(=O)(=O)NCC(O)COc2ccc(OC)cc2)cc1` (stereo unspecified) gave HSF1 activator -22, GSK3B inh 3, HSF1 inh -9, KLF5 inhibitor -13, HSP90 inh 9, GSK3 alpha inh 3, AI-2 QS mod 41, HIF act -0.5, IEC-6 tox 2 and aSyn 5UTR inh 44.
CN(C)c1ccc(/C=N/n2c(-c3ccccc3Br)n[nH]c2=S)cc1 was read as HSF1 activator -6, GSK3B inh 0, HSF1 inh 2, KLF5 inhibitor 3, HSP90 inh 1, GSK3 alpha inh 1, AI-2 QS mod 11, HIF act -0.1, IEC-6 tox -3 and aSyn 5UTR inh -10.
For CCO[C@@H]1OC(C(=O)Nc2ccccc2)=C[C@H](c2ccccc2)[C@H]1CCCO the results were HSF1 activator 20, GSK3B inh -1, HSF1 inh 0, KLF5 inhibitor 4, HSP90 inh 5, GSK3 alpha inh -1, AI-2 QS mod 18, HIF act -0.4, IEC-6 tox -1 and aSyn 5UTR inh 8.
For Cc1cc(C)nc(N2CCCC(CCC(=O)NCc3ccc(F)c(F)c3)C2)n1 (stereo unspecified) the results were HSF1 activator 40, GSK3B inh 3, HSF1 inh 32, KLF5 inhibitor -4, HSP90 inh 1, GSK3 alpha inh -1, AI-2 QS mod 19, HIF act -0.1, IEC-6 tox 0 and aSyn 5UTR inh 3.
For COc1ccc(OC)c(NC(=O)Cn2c(=O)n(CC3CCCO3)c(=O)c3cc(OC)c(OC)cc32)c1 (stereo unspecified) the results were HSF1 activator -1, GSK3B inh 3, HSF1 inh 0, KLF5 inhibitor 1, HSP90 inh 0, GSK3 alpha inh -1, AI-2 QS mod 26, HIF act -0.1, IEC-6 tox 4 and aSyn 5UTR inh 16.
For CC(=O)Nc1ccc(S(=O)(=O)N2CCN(S(=O)(=O)c3ccc(F)c(F)c3F)CC2)cc1 the results were HSF1 activator 4, GSK3B inh -1, HSF1 inh 6, KLF5 inhibitor 2, HSP90 inh 1, GSK3 alpha inh -2, AI-2 QS mod 7, HIF act -0.2, IEC-6 tox 0 and aSyn 5UTR inh -25.
Screening CCCC(=O)Nc1cc(-c2nc3ncccc3o2)ccc1Cl returned HSF1 activator 0, GSK3B inh -1, HSF1 inh -5, KLF5 inhibitor -14, HSP90 inh 1, GSK3 alpha inh 1, AI-2 QS mod -4, HIF act -0.3, IEC-6 tox -3 and aSyn 5UTR inh -4.
For Cc1c(C(=O)N2CCOCC2)sc2nc(-c3ccccc3)cn12 the results were HSF1 activator 41, GSK3B inh -1, HSF1 inh 14, KLF5 inhibitor -61, HSP90 inh 0, GSK3 alpha inh 1, AI-2 QS mod 7, HIF act 2.0, IEC-6 tox 1 and aSyn 5UTR inh -123.
CCc1cccc(CC)c1-n1c(SCc2cc(=O)n3ccsc3n2)nnc1-c1cccnc1 was read as HSF1 activator 15, GSK3B inh 2, HSF1 inh 8, KLF5 inhibitor -1, HSP90 inh 0, GSK3 alpha inh -1, AI-2 QS mod 22, HIF act -0.7, IEC-6 tox -2 and aSyn 5UTR inh 4.
O=c1c(-c2ccccc2Cl)coc2c(CN3CCCCC3)c(O)ccc12 was read as HSF1 activator -10, GSK3B inh 1, HSF1 inh -6, KLF5 inhibitor -20, HSP90 inh -1, GSK3 alpha inh 0, AI-2 QS mod 5, HIF act -0.4, IEC-6 tox -3 and aSyn 5UTR inh -3.
Screening Cc1ccc(NC(=O)[C@@H]2CCCN2S(=O)(=O)c2ccccc2C(F)(F)F)cc1S(=O)(=O)N1CCOCC1 returned HSF1 activator 7, GSK3B inh -1, HSF1 inh -6, KLF5 inhibitor -18, HSP90 inh -6, GSK3 alpha inh -1, AI-2 QS mod 26, HIF act -0.2, IEC-6 tox 0 and aSyn 5UTR inh -17.
For c1ccc(CN2CCN(c3nc4ccccc4n4cnnc34)CC2)cc1 the results were HSF1 activator -4, GSK3B inh -5, HSF1 inh 2, KLF5 inhibitor 5, HSP90 inh -2, GSK3 alpha inh -1, AI-2 QS mod -8, HIF act -0.2, IEC-6 tox -1 and aSyn 5UTR inh 18.

In the list so far, 2 contain an aryl thioether with sulfur outside any ring:
CCOC(=O)Cc1nnc(NC(=O)CSc2nnc3c(n2)[nH]c2ccccc23)s1 was read as HSF1 activator -2, GSK3B inh -2, HSF1 inh -2, KLF5 inhibitor -36, HSP90 inh -1, GSK3 alpha inh -3, AI-2 QS mod 4, HIF act 0.0, IEC-6 tox -7 and aSyn 5UTR inh 7.
CCc1cccc(CC)c1-n1c(SCc2cc(=O)n3ccsc3n2)nnc1-c1cccnc1 was read as HSF1 activator 15, GSK3B inh 2, HSF1 inh 8, KLF5 inhibitor -1, HSP90 inh 0, GSK3 alpha inh -1, AI-2 QS mod 22, HIF act -0.7, IEC-6 tox -2 and aSyn 5UTR inh 4.

Further structures.
`Cc1[nH]n(-c2ccccc2)c(=O)c1N=Nc1ccc2c(c1)OCCO2` gave GSK3B inh 1, KLF5 inhibitor 2, HSP90 inh -1, GSK3 alpha inh -9, AI-2 QS mod 5, HIF act inconclusive, IEC-6 tox 6 and aSyn 5UTR inh -220.
`COc1ccc(OC)c(S(=O)(=O)Nc2ccc3c(c2)C(=O)OC3)c1` gave HSF1 activator -6, GSK3B inh 2, HSF1 inh -3, KLF5 inhibitor -20, HSP90 inh -2, GSK3 alpha inh -1, AI-2 QS mod 9, HIF act -0.8, IEC-6 tox 5 and aSyn 5UTR inh -12.
`CCC(C)c1ccc(Nc2ncccc2C#N)cc1` (stereo unspecified) gave HSF1 activator 28, GSK3B inh 1, HSF1 inh 11, KLF5 inhibitor -21, HSP90 inh -2, GSK3 alpha inh -3, AI-2 QS mod 15, HIF act 2.2, IEC-6 tox 0 and aSyn 5UTR inh -176.
`CCOc1cccc(NC(=O)C2CCCN(S(=O)(=O)c3ccc(OC)cc3)C2)c1` (stereo unspecified) gave HSF1 activator 47, GSK3B inh 3, HSF1 inh 23, KLF5 inhibitor 3, HSP90 inh 4, GSK3 alpha inh -2, AI-2 QS mod 12, HIF act -0.7, IEC-6 tox 0 and aSyn 5UTR inh 8.
CNCCCC12CCC(c3ccccc31)c1ccccc12 was read as HSF1 activator -19&4&-24, GSK3B inh -1&-5&-6, HSF1 inh -4&5&-5, KLF5 inhibitor -7&-1&-22&-5, HSP90 inh 3&-2&4&-2, GSK3 alpha inh 4&8&3, AI-2 QS mod 11&22&9, HIF act -0.8&-0.9&-0.2, IEC-6 tox 13&-3&8&4 and aSyn 5UTR inh -22&-28&-15.
Screening CCCN(CCC)S(=O)(=O)c1ccc(C)cc1 returned HSF1 activator 3, GSK3B inh 3, HSF1 inh -7, KLF5 inhibitor -29, HSP90 inh -4, GSK3 alpha inh 4, AI-2 QS mod 6, HIF act -0.5, IEC-6 tox -5 and aSyn 5UTR inh 1.
`Cc1nn(-c2ccccc2)c2sc(C(=O)OCN3C(=O)c4ccccc4C3=O)cc12` gave HSF1 activator 6, GSK3B inh -1, HSF1 inh 6, GSK3 alpha inh -1, AI-2 QS mod 17, HIF act -0.4 and aSyn 5UTR inh -9.
Screening CC1CC(C)CN(CCCNC(=O)c2cc3c(=O)[nH]c4ccccc4c3n2C)C1 (stereo unspecified) returned HSF1 activator 2, GSK3B inh -1, HSF1 inh 2, KLF5 inhibitor -6, HSP90 inh -2, GSK3 alpha inh -1, AI-2 QS mod 21, HIF act 1.4, IEC-6 tox -3 and aSyn 5UTR inh -14.

Screening data: PubChem, several laboratories
